Assay outcomes as filed in PubChem BioAssay.
proCasp3 act – activators of human procaspase-3. recombinant procaspase-3 D3A, Ac-DEVD-pNA absorbance 405 nm. activation, % at 8.5 µM. 0.11% of 330,000 active;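 active = activation above the mean of all tested compounds plus 3 SD, cut at about 21% in these data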;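 also: 0% = DMSO alone and 100% = DMSO wells spiked with extra 5 µM PC-3 D3A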
Target sequence (P42574 whole entry D9A/D28A/D175A): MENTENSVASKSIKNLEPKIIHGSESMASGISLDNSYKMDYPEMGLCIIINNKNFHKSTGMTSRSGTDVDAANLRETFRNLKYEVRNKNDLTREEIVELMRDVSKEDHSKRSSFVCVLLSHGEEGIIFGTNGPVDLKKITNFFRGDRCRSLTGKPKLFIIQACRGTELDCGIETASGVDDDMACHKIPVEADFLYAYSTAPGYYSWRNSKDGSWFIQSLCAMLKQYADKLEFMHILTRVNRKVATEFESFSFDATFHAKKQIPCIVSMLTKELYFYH
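Assay system – Procaspase-3 D3A mutant · Benchmarks – DMSO low control, extra-enzyme high control · Technique – 405 nm absorbance of p-nitroaniline, reads at 0 and 120 min · Doses – 8.5 µM nominal · Measure – % activation between DMSO and enzyme-spiked controls · Also added – Ac-DEVD-pNA chromogenic peptide substrate · Schedule – 1 h compound preincubation, 2 h substrate hydrolysis at 25 °C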
TPT1 inhibitor – blocks Candida albicans tRNA 2'-phosphotransferase. recombinant caTPT1, FP RNA substrate dephosphorylation. inhibition, % at 5 µM. 0.81% of 300,000 active;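 active = inhibition above the mean of all tested compounds plus 3 SD, set per screening campaign, cut at about 24% in these data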;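 also: plate controls were DMSO alone for no effect and ferristatin control at 100 nM for full effect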
procasp7 counter – counter-screen: procaspase-7 (human) activation; P55210; recombinant procaspase-7, Ac-DEVD-pNA absorbance 405 nm; D23A/D198A/D206A triple mutant, cannot self-cleave; scale: DMSO 0, 5 µM enzyme 100; activation, % at 8.5 µM; 0.093% of 330,000 active; AID 463210;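 active = percent activation above the screen-wide mean plus 3 SD, cut at about 25% in these data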
Target sequence (P55210 whole entry D23A/D198A/D206A): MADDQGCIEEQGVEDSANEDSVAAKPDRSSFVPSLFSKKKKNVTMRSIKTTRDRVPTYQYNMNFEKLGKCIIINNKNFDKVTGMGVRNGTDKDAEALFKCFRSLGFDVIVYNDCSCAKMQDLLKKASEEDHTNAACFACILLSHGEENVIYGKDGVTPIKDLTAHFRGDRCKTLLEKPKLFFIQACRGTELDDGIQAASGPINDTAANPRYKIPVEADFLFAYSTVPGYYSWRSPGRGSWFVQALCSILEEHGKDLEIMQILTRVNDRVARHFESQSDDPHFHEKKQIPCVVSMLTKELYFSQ
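Assay system – Uncleavable procaspase-7 mutant enzyme · Quantity – 2 µM procaspase-7 mutant as dispensed · Times – 1 h preincubation, 2 h reaction · Dosing – single nominal 8.5 µM compound dose, 0.8% DMSO final · Buffer or medium – Zinc-free 50 mM HEPES buffer, pH 7.4, with NaCl and Triton X-100 · Detection – Epi-absorbance of released pNA at 405 nm, two timepoints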
PP5 primary – PP5 (human) phosphatase inhibition; inhibition, % at 6.7 µM; 0.18% of 320,000 active; purified PP5c, OMFP substrate fluorescence;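 active = inhibition above the campaign's mean inhibition across all tested compounds plus 3 SD, cut at about 9.5% in these data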;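 also: 0% = DMSO only and 100% = 100 µM cantharidin control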
PP1 counter – blocks human PP1-alpha phosphatase, a PP5 counter-screen. purified PP1alpha, OMFP fluorescence. inhibition, % at 6.7 µM. 0.9% of 320,000 active. P62136;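 active = inhibition above the mean inhibition of all tested compounds plus 3 SD, computed separately for each screening campaign, cut at about 15% in these data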
Target sequence (P62136 whole entry, looked up): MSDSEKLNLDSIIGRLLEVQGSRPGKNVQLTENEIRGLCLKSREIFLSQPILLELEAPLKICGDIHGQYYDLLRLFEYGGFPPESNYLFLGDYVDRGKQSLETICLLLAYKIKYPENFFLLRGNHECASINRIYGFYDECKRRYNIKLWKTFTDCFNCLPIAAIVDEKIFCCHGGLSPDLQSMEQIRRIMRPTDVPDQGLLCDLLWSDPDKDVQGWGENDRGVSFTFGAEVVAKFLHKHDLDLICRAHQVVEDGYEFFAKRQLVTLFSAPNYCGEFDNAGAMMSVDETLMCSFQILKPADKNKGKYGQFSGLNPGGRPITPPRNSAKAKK
JMJD2C inh – inhibitors of human GASC-1 (JMJD2C) demethylase; GST-JMJD2C(1-420) H3K9me3 demethylation, DELFIA europium; Q9H3R0; inhibition, % at 2.35 µM; AID 2099; 0.069% of 330,000 active;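 active = more than half of a compound's replicate wells show inhibition beyond 50%, single wells judged on their own value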;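 also: signal counts dimethyl H3K9 product captured on neutravidin plate; 0% = median of DMSO wells and 100% = 0.3 times that DMSO median; strong numbers were not always called active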
Fh CTSL1 inh – blocks F. hepatica cathepsin L1 in PFM18AAP counter-screen. recombinant F. hepatica cathepsin L1, Z-Leu-Arg-MCA fluorescence. inhibition, % at 5.96 µM. 0.49% of 300,000 active. AID 1906;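 active = inhibition above the mean of all tested compounds plus 3 SD, set per screening campaign, cut at about 17% in these data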;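 also: 0% = plate median of test compound wells and 100% = 1 µM Z-Phe-Ala-diazomethylketone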
core dimer inh – blocks dimerization of HCV core protein; AID 1899; 0.33% of 300,000 active; inhibition, % at 5 µM; TR-FRET GST/Flag-core106 dimerization, 1536-well;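 active = inhibition above the mean of all tested compounds plus 3 SD, set per screening campaign, cut at about 45% in these data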
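Test system: GST/Flag-tagged HCV core106 proteins; Medium: KF-containing HEPES buffer, pH 7.45, DTT, CHAPS, BSA; Times: compound-protein-antibody incubation 4 h at 22.5 °C; Detection: TR-FRET 671 and 617 nm emission; Benchmarks: wells lacking GST-core106 and wells with excess unlabelled core106.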
Efflux pump inh – inhibitors of Candida antifungal efflux pumps expressed in yeast | S. cerevisiae Candida pump triplex, Nile Red efflux | inhibition, % at 10 µM | 0.44% of 330,000 active | AID 485275;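 active = plate passing quality check with inhibition over a set limit, or well fluorescence over plate mean plus 4 SD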;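 also: Nile Red retained in pooled yeast measured as flow cytometry median fluorescence; 0% = buffer negative control and 100% = Enniatin B positive control; higher means more Nile Red kept so more efflux inhibition; some compounds called inactive have numbers as strong as hits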
The depositor's hits bear a star; . = no result given; & = joins results of further samples.

SMILES	proCasp3 act	TPT1 inhibitor	procasp7 counter	PP5 primary	PP1 counter	JMJD2C inh	Fh CTSL1 inh	core dimer inh	Efflux pump inh
Cc1sc2ncnc(SCC(=O)N3CCCCC3)c2c1C	6	-3	5	1.9	1	-5	4	-14	-0.1
O=C(/C=C/c1ccc2c(c1)OCO2)N1CCN(c2ccccc2F)CC1	-6	1	-7	2.0	2	0	3	-2	0.0
O=C(c1cc(COc2ccc(F)cc2Cl)on1)N1CCCC(c2ccccc2)C1 (stereo unspecified)	0	2	-6	4.1	3	-1	-1	8	-0.1
COc1ccc(CCNC(=O)c2nonc2N)cc1	-8	0	0	0.7	-2	2	-4	-4	0.0
COCCCNCC(O)C(F)(F)F (stereo unspecified)	8	-1	1	1.2	-3	11	2	1	-0.1
Cc1csc(SC(C)C(=O)Nc2ccccc2C)n1 (stereo unspecified)	2	.	-2	-0.1	-4	-6	.	.	-0.1
O=C(NCc1cccc(Cl)c1)c1ccc(CS(=O)Cc2ccc(Cl)cc2)o1 (stereo unspecified)	-1	3	6	2.3	2	-10	3	-1	0.1
O=C(Cn1c(S(=O)(=O)Cc2ccccc2)nc2ccccc21)N1CCCCC1	-4	-5	0	1.0	-1	4	0	12	-0.1
CCOc1ccccc1NC(=O)CCNS(=O)(=O)c1ccccc1	3	0	-15	1.0	2	-3	-3	6	0.3
CCOC(=O)C(CC)n1cnc2c(cnn2-c2ccc(Cl)cc2)c1=O (stereo unspecified)	-1	0	1	-1.9	-1	5	-2	4	0.1
Cc1cccc(Nc2nc(N)nc(-c3oc4ccccc4c3C)n2)c1	-2	-3	6	4.7	0	-4	1	-4	0.1
Cc1cc(C)c(C2C3=C(Nc4c2c(C)nn4-c2ccccn2)c2ccccc2C3=O)c(C)c1 (stereo unspecified)	3	-4	10	0.7	-2	21	14	-6	-0.1
O=C1C(=O)N(CCCN2CCOCC2)C(c2ccc(F)cc2)/C1=C(/O)c1ccccc1 (stereo unspecified)	-7	1	-1	1.2	1	-4	0	2	0.4
O=C(COC(=O)c1cc([N+](=O)[O-])ccc1NCc1ccccc1)NCc1ccccc1Cl	1	0	2	1.7	-3	7	0	16	-0.1
CCOC(=O)N1CCN(c2nc(-c3ccc(OC)cc3)no2)CC1	6	3	-2	3.8	-3	-25	0	0	0.4
CN(c1ccccc1C(=O)N1CCOCC1)S(C)(=O)=O	-1	0	6	3.2	-3	12	-2	0	0.2
COCCCNC(=O)COc1ccc(Cl)c(C)c1	2	-1	5	0.2	-9	5	-2	-3	0.0
CCCn1c(SCC(=O)Nc2ccc(C)c(S(=O)(=O)N3CCOCC3)c2)n[nH]c1=O	-1	2	10	1.1	-2	-5	-25	2	-0.1
O=C1C(=O)N(CCCO)C(c2ccccc2)/C1=C(\O)c1ccc(Br)cc1 (stereo unspecified)	-4	-3	5	0.9	2	4	1	-5	0.0
Cc1nn(-c2ccccc2)c(C)c1/C=N/NC(=O)CSc1nnc(-c2ccccc2)n1-c1ccc(Cl)cc1	-6	-4	1	4.6	0	4	1	22	0.1
COc1ccc(CCNC(=O)C/C(C)=N/NC(=O)Cc2cccc3ccccc23)cc1OC	8	1	-1	1.7	-3	2	-3	1	-0.1
C/C(=N\NC(=O)COc1ccc(C(C)(C)C)cc1)c1ccc2c(c1)OCCO2	4	2	-1	4.1	2	5	1	7	-0.8
COc1ccc(-c2csc(N(CCCN(C)C)C(=O)c3ccc(C)cc3)n2)cc1	9	-5	2	2.5	-5	-8	0	-144	0.1
COC(=O)c1ccc(-n2nnnc2SCC(=O)N2CCCCC2)cc1	10	1	0	-3.6	1	-2	1	0	-0.1
CCc1nnc(NC(=O)CSc2nnnn2-c2cccc(C(C)=O)c2)s1	-3	-2	4	-1.5	-4	20	-2	-4	0.1
Cc1ccc(S(=O)(=O)CCN2CCN(c3ccccn3)CC2)cc1	-4	-1	6	-1.4	-2	-5	1	-6	-0.1
COCC(C)n1c(SCC(=O)NNC(=O)c2ccccc2)nc2ccccc2c1=O (stereo unspecified)	1	-5	-4	-1.2	-2	1	-9	-3	-0.2
CN(CCOc1ccc(Br)cc1)CC(=O)Nc1cccc(S(=O)(=O)NC2=NCCC2)c1	-4	0	4	0.9	-2	8	-2	3	0.0
CCn1c(SCC(=O)NCCOc2ccccc2)nc2ccccc2c1=O	-5	2	0	1.9	7	12	-1	2	0.1
CCCc1c(C)c2ccc(OCC(C)=O)cc2oc1=O	0	-6	0	2.1	-1	1	1	4	0.1
Cc1cccc(Nc2nc(N)c([N+](=O)[O-])c(N3CCN(C)CC3)n2)c1	-80	-2	9	-0.2	1	4	1	-2	0.1
COc1cc(OC)nc(-n2ncc(Br)c(Br)c2=O)n1	-4	-4	15	-1.5	-2	7	0	5	-0.2
Cc1nn(-c2ccccc2)c(N)c1Sc1cccc([N+](=O)[O-])c1	5	-7	-12	2.2	-5	-1	-3	7	0.1
CCOC(=O)C1=C(C)N(CC(C)C)C(=O)/C1=C\c1cccs1	1	-4	7	4.3	-3	-32	-1	-7	0.0
CC(C)(C)NC(=O)NC(=O)COc1ccccn1	2	-6	7	3.3	1	16	-1	1	0.1
COc1cc(C(C)=O)ccc1OCC(=O)NCC1(N2CCCCC2)CCCCC1	11	-1	2	1.1	0	2	4	-5	0.0
CCOC(=O)c1cc(=O)c2ccc(OCC(=O)Nc3ccc(F)cc3)cc2o1	-2	-3	4	0.4	-6	-5	1	4	0.1
CCn1cc(Cl)c(C(=O)NNC(=O)CCn2cc([N+](=O)[O-])cn2)n1	7	3	7	-3.2	-5	5	-3	0	-0.1
COc1ccc(CN2CCN(S(=O)(=O)c3ccc(F)cc3)CC2)cc1OC	4	5	8	0.9	-1	-5	9	3	0.0
CC(=O)Nc1ccc(S(=O)(=O)N2CCC(C(=O)N[C@@H](Cc3ccccc3)C(=O)O)CC2)cc1	-3	-1	-5	-1.3	0	10	-2	5	-0.1
N=c1c(C(=O)NC2CCCC2)cc2c(=O)n3ccccc3nc2n1C1CCCC1	-7	2	-1	-1.6	-4	-2	-1	5	-0.1
CCOC(=O)c1c(NC(=O)CC)sc2c1CCN(Cc1ccccc1)C2	-12	3	-18	5.1	4	3	-4	-2	0.4
Cc1cccc(C)c1NC(=O)Cn1nc(C)n2cccc2c1=O	1	1	3	2.6	3	26	3	-11	0.1
CCCCCCCC(=O)OCC(=O)[C@@]1(O)CC[C@H]2[C@@H]3CCC4=CC(=O)CC[C@]4(C)[C@H]3[C@@H](O)C[C@@]21C	1	-5	1	11*	-9	-8	-44	23	0.3
O=C(c1ccc(Cl)c(S(=O)(=O)Nc2ccc(F)cc2)c1)N1CCN(c2ccccn2)CC1	6	0	11	5.2	5	-4	-1	-2	-0.1

Full records as entered above. Screens in order: proCasp3 act, TPT1 inhibitor, procasp7 counter, PP5 primary, PP1 counter, JMJD2C inh, Fh CTSL1 inh, core dimer inh, Efflux pump inh
COc1cc(OC)nc(-n2ncc(Br)c(Br)c2=O)n1 across the screens: -4, -4, 15, -1.5, -2, 7, 0, 5, -0.2
COC(=O)c1ccc(-n2nnnc2SCC(=O)N2CCCCC2)cc1 across the screens: 10, 1, 0, -3.6, 1, -2, 1, 0, -0.1
CCOC(=O)C(CC)n1cnc2c(cnn2-c2ccc(Cl)cc2)c1=O (stereo unspecified) across the screens: -1, 0, 1, -1.9, -1, 5, -2, 4, 0.1

Following part
SMILES	proCasp3 act	TPT1 inhibitor	procasp7 counter	PP5 primary	PP1 counter	JMJD2C inh	Fh CTSL1 inh	core dimer inh	Efflux pump inh
COc1cccc(NC(=O)CN(C)C(=O)Cc2cccc3ccccc23)c1	7	.	-3	0.9	-6	0	.	.	-0.1
O=C(Cc1c(Cl)cccc1Cl)Nc1ccncc1Cl	12	0	2	0.8	-1	9	-3	-9	0.1
Cc1cc(C(=O)O)oc(=O)c1	7	-1	4	-1.3	-1	-11	3	-2	0.1
Oc1cnn(-c2ccccc2)c1	8	-3	4	-0.1	0	1	-3	-5	-0.2
Cc1ccc(Nc2cnn(C34CC5CC(CC(CC(=O)O)(C5)C3)C4)c(=O)c2Cl)cc1	1	0	2	2.1	-1	.	4	4	-0.1
Cc1nc(SCC(=O)Nc2ccc3c(c2)OCO3)c(C#N)c2c1CCCC2	4	1	5	0.8	0	4	5	3	-0.1
CCN(CC)S(=O)(=O)c1cc(C(=O)N(C)CC(=O)Nc2ccc(Cl)cc2)ccc1Cl	2	-1	12	-0.2	-5	17	5	-7	0.0
Cc1cc(C)c2c(=O)n(CC(=O)NC3CCCC3)sc2n1	-22	-1	-39	-0.3	-3	3	0	3	-0.1
CC1Cc2ccccc2N1S(=O)(=O)c1cnc(Cl)c(Cl)c1 (stereo unspecified)	9	-2	3	1.0	6	0	-1	0	0.1
COC(=O)COc1ccccc1/C=C1/NC(=O)NC1=O	4	-1	2	1.4	-2	-19	3	-4	-0.3
O=C1C=C(c2cccc3c2sc2ccccc23)C[C@@H](c2ccc(Cl)cc2)C1	10	.	-10	1.5	-1	9	.	.	0.3
COc1cc(/C=N/NC(=O)COc2ccc(-n3cnnn3)cc2)ccc1OCC(N)=O	3	-4	-2	0.9	-4	2	5	-1	0.2
COCCCNCCOCCOc1ccc(Cl)cc1Br	-1	0	-6	-5.3	-7	-9	2	-7	0.4
CC(=O)N1CCN(Cc2nc3cc(NC(=O)Cn4nc(C)c5ccccc5c4=O)ccc3n2C)CC1	-3	2	2	1.5	0	-7	0	-2	-0.3
S=C(Nc1cccnc1)N1CCN(c2ccccc2Cl)CC1	1	1	-5	4.3	1	1	1	5	-0.2
CSc1ccccc1C(=O)N1CCCCC1	-3	-4	4	-2.6	0	23	-2	-7	-0.2
COc1ccc(-c2noc(CSc3nc4ccccc4c(=O)n3-c3ccccc3)n2)cc1OC	-6	-2	9	3.1	5	-4&6	-2	8	0.3
CCNc1ccc(C(=O)OCC(=O)NCc2ccc(C)cc2)cc1[N+](=O)[O-]	4	0	0	-3.6	-5	-1	-2	-5	0.1
O=C1c2ccc([N+](=O)[O-])cc2C(=O)N1Cc1cccnc1	-2	-2	3	1.1	0	52*	-3	0	-0.1
CC(=O)c1ccc(NC(=O)CCc2ccc(C)o2)cc1	5	1	0	-0.3	-5	-6	-4	1	-0.1
FC(F)(F)c1cc(Oc2ccccc2)nc(-c2ccccn2)n1	6	3	-2	0.5	-2	2	-3	-4	-0.1
CCCn1nc(NS(=O)(=O)c2ccccc2)c2cc3ccccc3nc21	7	-5	12	2.2	-1	2	0	-11	-0.1
COc1ccc(-c2csc3ncnc(N4CCN(S(=O)(=O)c5ccccc5C#N)CC4)c23)cc1	5	0	5	0.6	1	1	0	3	0.0
O=C(COc1ccccc1F)Nc1nnc(C2CCCC2)s1	4	1	0	2.7	3	10	-1	1	-0.1
COC(=O)c1scc2c(=O)cc(C(F)(F)F)[nH]c12	1	-12	-1	1.3	0	-2	0	-8	-0.1
